AID2073 = disruptors of CaV2.2 binding to Mint1 – biochemical, HTRF (AID 2073); HTRF protein-protein interaction, Mint1-CaV2.2; higher % means a stronger effect; inhibition, % at 20 µM, or IC50 in µM where a hit was titrated; actives 0.19% (n = 290,000); in the data active means inhibition mostly above about 51%, no sharp cut-off; inconclusive means no clear call, values can overlap the other calls; inactive means mostly below about 53%; further: some results filed as inactive read as strong as hits
WT yeast gro inh = growth inhibition of WT yeast, mitochondrial fusion screen. actives 2.1% (n = 190,000). inhibition, % at 10 µM. mitochondrial fusion phenotypic screen, WT strain; in the data active means inhibition above about 58%; tested in S. cerevisiae
Autophagy mod = autophagy modulation, high-content screen; MEF GFP-LC3 puncta imaging; test concentration mostly 10 µM; calls only at 10 µM (by protocol); actives 0.98% (n = 190,000);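 active means percentage of spot-positive cells more than 3 SD above its plate mean, without a fluorescence outlier flag or 80% toxicity; inconclusive means no clear call, values can overlap the other calls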;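 further: spot-positive cell cutoff set from DMSO-treated cells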
Yfh1-depleted yeast = mitochondrial function rescue without frataxin homolog – Friedreich's ataxia, plus single-dose screen, dose response (AID 1465). S. cerevisiae Yfh1-off respiration, WST-1 reduction, 72 h; higher fold induction means a stronger effect. fold induction at 50 µM; hits with a dose series show EC50 in µM. actives 0.074% (n = 220,000);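 active means fold induction of absorbance versus untreated yeast above a set limit, then at least 30% activation at any dose in follow-up; inconclusive means repeats straddling the limit, or above it without dose testing; inactive means fold induction below the set limit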;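 further: activators that raise dye reduction in frataxin-depleted yeast; strong numbers were not always called active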
HIV peptide binding = cell-free HIV fusion peptide-binding blockers – biochemical, uHTS, fluorescence dequenching, primary screen (AID 1986); cell-free peptide binding, fluorescence dequenching, 30 min; higher % means a stronger effect; actives 0.3% (n = 290,000); inhibition, % at 20 µM, or IC50 in µM where a hit was titrated; in the data active means inhibition mostly above about 52%, no sharp cut-off; inactive means mostly below about 76%; further: some results filed as inactive read as strong as hits
bCat nuc transl = modulators of beta-catenin nuclear translocation; AID 1665; HeLa beta-catenin nuclear translocation, immunofluorescence imaging; nuclear translocation activity, % at 5 µM; actives 0.3% (n = 190,000);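 active means nuclear translocation activity above 50% at 5 µM, with a well cell count of 50 or more; inconclusive means wells under 50 cells across six images, flagged as toxic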;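 further: per-cell ratio of nuclear to cytoplasmic median beta-catenin stain intensity; plate controls were DMSO negative control for no effect and GSK-3 inhibitor IX positive control for full effect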
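Test system: human HeLa cells, native beta-catenin. Compound dosing: 5 µM primary single dose, 0.1% DMSO, 0.02–20 µM confirmation series. Incubation: compound exposure 24 h at 37°C. Detection: beta-catenin immunostaining with DAPI counterstain, 20x imaging, 6 fields/well. Read-out basis: Nuclear/cytoplasmic beta-catenin signal ratio, % activation.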
Insulin prom up = MIN6 insulin promoter up-regulation; AID 1625; z-score at 5 µM; actives 0.3% (n = 190,000); MIN6 insulin promoter-GFP reporter, high-content imaging; active compounds read high;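 active means z-score above 3 at 5 µM with at least 500 cells counted in the well; inconclusive means wells under 500 cells, flagged as cytotoxic or low count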
MT stabilize HCS = microtubule stabilization, imaging screen. AID 2205. actives 0.83% (n = 200,000). % tubulin-high responders, % at 10 µM. HeLa tubulin immunostaining HCS, 24 h; share of cells brighter than vehicle mean+2SD;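 active means plate Z-score above 3 for both tubulin-high and condensed-nucleus cell shares, with cell loss under 80%, at 10 µM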;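 further: anti alpha tubulin signal scored within the nucleus-defined area of each cell; some results filed as inactive read as strong as hits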
Dynein transport = blocks dynein driven cargo transport along microtubules. 3617.4 mouse cells, GR-EGFP nuclear translocation imaging; test concentration mostly 20 µM; stimulated with dexamethasone, 1 µM; active compounds read low. z-score, hits read low. actives 0.47% (n = 220,000). AID 1381;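 active means plate z-score of nuclear minus cytoplasmic receptor signal below a set negative limit, without overly bright fluorescence or cell loss, cut at about -3.5 in these data, passing the limit was not always enough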;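 further: z-score of nuclear minus cytoplasmic ring GR-EGFP intensity difference per well; some compounds called inactive have numbers as strong as hits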
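Buffer or medium: tetracycline-free induction medium containing charcoal-stripped FBS / Reagent: dexamethasone agonist, 1.0 µM final, for 30 min / Technique: automated 10x imaging of fixed Hoechst-stained cells / Times: induction 48 h, compound 1 h, agonist 30 min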
WT yeast gro inh mutant strain = also measured in WT yeast gro inh; calls as there; inhibition, %; mitochondrial fusion phenotypic screen, mutant strain inhibition
Dynein transport cytoplasmic EGFP = further read-out of Dynein transport, marked with its call; z-score; measured here: cytoplasmic GR-EGFP intensity; active compounds read high
Dynein transport nuclear GR-EGFP = recorded beside Dynein transport, whose call it bears; z-score; measured here: nuclear GR-EGFP intensity;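 lower value marks the stronger effect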
Dynein transport cell count = second read-out of Dynein transport, no call of its own (marks repeat the call); z-score; measured here: cell count per field
Insulin prom up cell count = second read-out of Insulin prom up, no call of its own (marks repeat the call); cell count; measured here: cytotoxicity, nuclei count;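 total cells summed across four imaged fields per well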
bCat nuc transl cell count 5 µM = second read-out of bCat nuc transl, no call of its own (marks repeat the call); cell count; measured here: cell count, cytotoxicity flag
MT stabilize HCS Hoechst-high % = also measured in MT stabilize HCS; calls as there; % Hoechst-high responders; measured here: nuclear condensation Hoechst responders;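 share of cells brighter than vehicle mean plus two SD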
MT stabilize HCS cytotoxicity % = further read-out of MT stabilize HCS, marked with its call; toxicity, %; measured here: cytotoxicity by cell density;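 0% = mean cell density of plate MIN control wells and 100% = no cells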
Autophagy mod cell loss 18 h = further read-out of Autophagy mod, marked with its call; toxicity, %; measured here: cell loss, nuclei count;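 cell loss after 18 h compound exposure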
* = called active by the depositor; i = inactive; ? = inconclusive; . = no result given.

SMILES	AID2073	WT yeast gro inh	WT yeast gro inh mutant strain	Autophagy mod	Autophagy mod cell loss 18 h	Yfh1-depleted yeast	HIV peptide binding	bCat nuc transl	bCat nuc transl cell count 5 µM	Insulin prom up	Insulin prom up cell count	MT stabilize HCS	MT stabilize HCS Hoechst-high %	MT stabilize HCS cytotoxicity %	Dynein transport	Dynein transport cytoplasmic EGFP	Dynein transport nuclear GR-EGFP	Dynein transport cell count
Cc1ccc(-n2nc(C(=O)O)cc2-c2ccccc2)cc1	14%	0	97	i	-1	i	1.7%	-2.3	1270	-0.65	928	2.7	2.7	10.0	-0.29	-0.32	-0.026	0.67
COc1ccccc1N1CC(C(=O)OC(C)C(=O)N2CCCc3ccccc32)CC1=O (stereo not drawn)	-3%	15	27	i	4	.	1.7%	-3.3	1011	-0.4	1348	4.8	2.7	5.5	-0.5	-0.24	-0.082	0.0026
O=C(O)c1cc(-c2ccccc2)on1	-15%	-4	-2	i	-6	i	-0.4%	.	.	.	.	2.3	1.6	6.2	1.3	-0.23	0.68	-0.23
CC1CCCN(C(=O)c2ccc3nc[nH]c3c2)C1 (stereo not drawn)	2%	4	9	i	2	i	2.5%	-0.2	1122	-0.51	721	1.7	1.6	3.8	-0.89	-0.23	-0.35	0.68
CCCn1nc2cc(C(=O)NCc3ccccc3OC)ccc2c1OCC	5%	14	-2	i	-34	i	-2.7%	-2.6	1440	0.01	1461	2.6	2.0	1.6	-1.1	1.5	0.33	0.29
O=C1[C@@H]2[C@@H]3C[C@@H]([C@H]4ON=C(c5ccc(Cl)cc5Cl)[C@@H]34)[C@@H]2C(=O)N1C1CCCCC1	16%	40	3	i	9	i	-2.1%	0.8	541	-0.59	1226	1.7	1.8	11	-0.25	-0.25	-0.12	0.31
CC(NC(=O)c1cccnc1)C(c1cccs1)N1CCOCC1 (stereo not drawn)	11%	-8	2	i	1	i	1.8%	1.6	1139	0.59	1180	2.6	2.4	4.2	0.29	-0.17	0.56	0.28
Cc1ccc(NC(=O)/C(=C\c2cccc(Br)c2)NC(=O)c2ccco2)cc1	2%	0	-30	i	2	i	-1.4%	-1.0	1398	0.2	1498	3.5	1.6	7.0	-0.55	-0.2	-0.34	0.59
Cc1ccc(CNC(=O)C2CCC(CNc3c(N4CCOCC4)c(=O)c3=O)CC2)cc1 (stereo not drawn)	6%	-14	6	i	13	i	-1.8%	-2.2	1171	0.06	1003	5.3	2.8	5.9	0.14	-0.19	0.12	0.28
CCCCCC/C(=N\NS(C)(=O)=O)c1ccccc1	8%	-21	1	i	-6	i	0.2%	-1.9	1213	0.24	939	4.1	1.5	5.7	1.8	0.067	1.1	-1.3
O=C(NC(=S)Nc1ccccc1O)c1ccc(-c2ccc(Cl)cc2)o1	16%	5	-12	i	10	i	20%	3.4	1367	0.5	1550	2.2	1.6	9.4	-0.32	-0.19	-0.46	-0.61
O=C(c1ccc2c(c1)OCCCO2)c1cccs1	-7%	-2	2	i	-2	i	-2.4%	-4.5	982	0.16	1154	2.5	1.7	4.9	0.43	-0.23	0.19	0.059
O=C(Cc1ccccc1)N/N=C/c1ccccn1	.	.	.	i	0	i	.	.	.	.	.	1.7	1.9	0.1	0.2	-0.1	0.31	-0.39
CC(=O)n1c2c(c3ccccc31)OC(N)=C(C#N)C2c1ccc(C(C)C)cc1 (stereo not drawn)	-5%	21	23	i	-6	i	5.8%	.	.	.	.	0.8	1.5	11	-2.2	0.025	-1.2	0.78
CC(C)(C)C(=O)Nc1nc(-c2ccccc2)ns1	-1%	5	12	i	5	i	2.1%	0.9	550	.	.	1.3	2.2	27	0.18	-0.21	0.71	0.98
CCCOc1ccccc1C1NC(=O)NC(C)=C1C(=O)OCc1ccccc1 (stereo not drawn)	-1%	42	4	i	2	i	0.8%	-1.2	448	.	.	1.9	1.2	8.7	-0.6	-0.24	0.022	-0.25
COc1cccc(C(=O)NC(C)C(c2cccs2)N2CCOCC2)c1 (stereo not drawn)	12%	-6	-1	i	8	i	3.5%	-0.7	1129	-0.5	1886	2.3	4.7	12	1.2	-0.23	0.69	0.1
CCc1c(C)sc(NC(=O)c2cc(C)on2)c1C#N	-24%	7	0	i	18	i	1.2%	.	.	.	.	2.7	2.6	3.0	0.71	0.2	0.49	-1.1
CCOC(=O)c1nnn(CC(=O)Nc2cccc(OC)c2)c1C(=O)OCC	-3%	-7	0	i	-1	i	-0.9%	-2.0	1192	0.67	1178	3.9	2.8	4.7	0.58	-0.19	0.4	-0.099
CC1=C(C(=O)N2CCCCC2)C2(CCC(C)CC2)OC1=O (stereo not drawn)	2%	13	10	.	.	i	0.7%	-3.3	1147	-0.25	1175	6.5	1.8	4.2	0.45	-0.22	0.42	-0.012

Some values from above:
For MT stabilize HCS cytotoxicity %, O=C1[C@@H]2[C@@H]3C[C@@H]([C@H]4ON=C(c5ccc(Cl)cc5Cl)[C@@H]34)[C@@H]2C(=O)N1C1CCCCC1 is listed with 11
For Dynein transport, CCc1c(C)sc(NC(=O)c2cc(C)on2)c1C#N is listed with 0.71

The main list resumes, starting two compounds before the break.
SMILES	AID2073	WT yeast gro inh	WT yeast gro inh mutant strain	Autophagy mod	Autophagy mod cell loss 18 h	Yfh1-depleted yeast	HIV peptide binding	bCat nuc transl	bCat nuc transl cell count 5 µM	Insulin prom up	Insulin prom up cell count	MT stabilize HCS	MT stabilize HCS Hoechst-high %	MT stabilize HCS cytotoxicity %	Dynein transport	Dynein transport cytoplasmic EGFP	Dynein transport nuclear GR-EGFP	Dynein transport cell count
CCOC(=O)c1nnn(CC(=O)Nc2cccc(OC)c2)c1C(=O)OCC	-3%	-7	0	i	-1	i	-0.9%	-2.0	1192	0.67	1178	3.9	2.8	4.7	0.58	-0.19	0.4	-0.099
CC1=C(C(=O)N2CCCCC2)C2(CCC(C)CC2)OC1=O (stereo not drawn)	2%	13	10	.	.	i	0.7%	-3.3	1147	-0.25	1175	6.5	1.8	4.2	0.45	-0.22	0.42	-0.012
COc1cc(OC)c(OC)cc1/C=N/Nc1ncnc2c1[nH]c1ccccc12	22%	3	-27	i	-3	i	-2.2%	6.9	863	-0.79	982	5.5	3.0	0.9	-0.5	-0.18	0.029	0.61
CCNC(=O)OCc1cn(-c2ccccc2)nn1	-12%	-4	-14	i	-3	i	-0.1%	-0.5	1106	1.5	1124	2.5	3.1	12	0.69	-0.15	0.011	-0.059
CCOC(=O)N1CCN(C(=O)Nc2cccc3ccccc23)CC1	-4%	-4	6	i	2	i	-1.8%	-0.3	973	-0.4	1644	2.2	2.1	5.0	-0.75	-0.3	-0.35	1.3
CCN(CC)S(=O)(=O)c1ccc(N2CCCC2)c(C(=O)OCC(=O)/C(C#N)=C(\C)N)c1	22%	-4	-4	i	8	i	-1.9%	2.0	971	-2.5	1263	3.3	1.3	7.3	-0.41	-0.14	0.00069	0.92
Cc1cnc(C(=O)N2CCCC(C(=O)c3ccc(C(F)(F)F)cc3)C2)cn1 (stereo not drawn)	4%	-8	-13	i	1	i	-0.7%	0.0	1590	-0.03	1547	1.8	1.7	8.4	0.19	-0.29	-0.13	0.55
Cc1ccc(CNC(=O)CCn2nc(-c3ccc(Cl)cc3)ccc2=O)cc1	-4%	-8	-11	i	-4	i	-3.5%	0.7	1379	0.23	1340	3.3	2.3	7.0	-0.87	-0.23	-1.1	1.3
Cc1ccc(C)c(Cn2c(C(C)O)nc3ccccc32)c1 (stereo not drawn)	1%	5	-9	i	-4	i	0.6%	.	.	0.12	1307	2.2	2.1	2.9	-0.11	-0.25	0.022	2.3
CCC(=O)Nc1ccc(C(=O)NNC(=O)COc2cc(C)ccc2C)cc1	-8%	6	-5	i	1	i	-0.4%	-0.7	892	.	.	1.7	3.9	7.9	0.51	-0.19	0.21	-0.41
O=C(CSc1ncnc2c1oc1ccccc12)Nc1cccc(F)c1	?	-13	6	i	-7	i	-2.1%	-0.4	800	-0.03	1253	3.2	1.4	5.1	-0.97	-0.18	-0.18	0.74
COc1ccc(C2C(C(=O)NC(C)C)c3ccccc3C(=O)N2C)cc1OC (stereo not drawn)	0%	12	2	i	4	.	-0.4%	0.7	1400	-0.04	1533	3.6	2.2	16	-0.5	-0.43	-0.039	0.54
COc1ccc(O)c(C(=O)c2cc(C#N)c(=O)n(-c3ccc(Cl)cc3)c2)c1	2%	.	.	.	.	i	6.1%	-1.1	1276	-0.61	1087	.	.	.	-0.16	-0.73	0.11	-0.058
COc1cccc(NC(=O)Nc2ccc(Cc3ccncc3)cc2)c1	-4%	8	-4	i	22	i	-3.7%	1.9	890	.	.	3.0	2.8	3.3	0.32	-0.14	1.4	-1.3
COc1cccc(/C=C/C(=C2/C(=O)N(c3ccccc3)N=C2C)c2ccc(Br)cc2)c1OC	22%	6	7	i	-13	i	-2.5%	-0.7	1156	0.69	1380	5.9	3.3	4.4	-0.51	0.48	-0.081	-1.1
CC(C)c1ccc(S(=O)(=O)c2n[nH]n3c2nc(=O)c2ccccc23)cc1	9%	-5	2	i	-3	i	33%	-0.6	439	.	.	4.2	2.7	5.1	-0.4	-0.14	-0.5	-0.11
COc1ccc(-c2c3c(=O)n(C)c(=O)n(C)c3cn2Cc2cccnc2)cc1	24%	3	13	i	-17	i	0.5%	-7.0	1028	0.29	1136	3.3	2.9	9.1	-1	-0.074	-0.46	0.076
CCOC(=O)N1CCC(N2Cc3cccc(C(=O)Nc4ccc(CC)cc4)c3C2=O)CC1	8%	69*	50*	i	8	i	-1.4%	-3.1	1073	-0.49	699	3.5	2.2	10.0	1.2	-0.18	0.45	-0.36
